# MrgX1 agonist: agonists of human MrgX1 receptor, primary screen, HEK293 cells, Fluo-4 calcium flux; B-score at 10 µM; actives 0.44% (n = 310,000); Fluo-4 calcium fluorescence, agonist mode; hits give high values; Mas-related G-protein coupled receptor member X1 (Homo sapiens), Q96LB2;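 active means calcium response B-score plate-corrected fluorescence ratio at least 3 library SD, with starting fluorescence B-score inside 5 SD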
#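 Assay system: stable human MrgX1 HEK293 cell line. Quantity: 15,000 cells per well. Schedule: cells plated overnight, dye loaded 0.5 h 37 °C, 0.5 h room temperature. Detection: Fluo-4 NW calcium-flux fluorescence, kinetic read. Read-out basis: peak-minus-minimum fluorescence over baseline, converted to B scores. Control set: positive and negative control wells on each plate.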
# TMEM16A inh: TMEM16A chloride channel inhibitors, primary screen, cell-based, HTS. normalized B-score (activity score, 25-100; higher = stronger inhibition) at 10 µM. Anoctamin-1 (Mus musculus), Q8BHY3. AID 588511, 2011. HEK293 TMEM16A/YFP iodide influx fluorescence, ionomycin. actives 1.2% (n = 310,000);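 active means ratio plate-corrected score three or more library SD toward inhibition, starting fluorescence score within five deviations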;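 further: score derived from kinetic fluorescence span divided by baseline fluorescence per well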
# SKKanGAS inh: S. pyogenes SKKanGAS growth inhibitors in kanamycin, primary screen, streptokinase expression inhibitor project, SKKanGAS strain, BacTiter-Glo luminescence; 6 h; inhibition, % at 7.5 µM; actives 1.3% (n = 300,000);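 active means mean replicate score, as percent of positive control median, at least 50; inconclusive means mean below 50 but one replicate at or above 50; inactive means mean and every replicate below 50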;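 further: strain carries kanamycin resistance gene driven by streptokinase promoter and grows in 40 µg/ml kanamycin; loss of luminescence reflects streptokinase promoter inhibition or plain growth inhibition; 0% = median of DMSO wells and 100% = positive control at its reference dose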
# TMEM16A act: TMEM16A chloride channel activators or potentiators, primary screen, cell-based, HTS | B-score at 10 µM | Anoctamin-1 (Mus musculus), Q8BHY3 | actives 0.3% (n = 340,000) | HEK293 TMEM16A/YFP-H148Q/I152L, iodide quench fluorescence; hits give low values | AID 623877, 2012;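 active means fluorescence-ratio B-score plate-corrected deviation score at least 3 library SD below zero, with starting fluorescence score within 5 deviations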;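 further: channel opened by trigger with iodide after compound preincubation; score built on the fluorescence ratio of max minus min over baseline; more negative score means more quench and so TMEM16A activation or potentiation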
# RGS4 inh: RGS4 inhibitors, primary screen, cell-based, HEK293 M3R inducible RGS4, calcium flux | AID 463165, 2010 | Fluo-4 calcium flux; hits give high values; triggered by carbachol at its EC20 | actives 0.45% (n = 310,000) | B-score at 10 µM;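 active means B-score, a plate-corrected calcium signal, over three deviations above library mean, with baseline fluorescence within five deviations of library mean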;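 further: RGS4 expression induced by doxycycline in cells with stable M3 receptor; B-score is computed from the integrated fluorescence ratio over baseline after carbachol; higher B-score means a larger calcium signal and so more RGS4 inhibition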
# Target sequence (P49798 whole entry, looked up): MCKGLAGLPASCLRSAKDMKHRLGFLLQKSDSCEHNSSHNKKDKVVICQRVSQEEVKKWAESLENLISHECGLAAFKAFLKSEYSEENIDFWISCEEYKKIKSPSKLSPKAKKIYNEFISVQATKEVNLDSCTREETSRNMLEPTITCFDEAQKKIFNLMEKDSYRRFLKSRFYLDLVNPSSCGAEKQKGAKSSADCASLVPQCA
# MrgX1 allo act: positive allosteric modulators of MrgX1, primary screen, HEK293 cells, Fluo-4 calcium flux; Mas-related G-protein coupled receptor member X1 (Homo sapiens), Q96LB2; FDSS; hits give high values; B-score at 10 µM; actives 0.63% (n = 310,000); AID 588675, 2011;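 active means plate-corrected calcium response at least 3 library SD above typical, normal starting fluorescence, not activating the receptor alone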;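 further: compound read alongside a low EC10 to EC30 dose of BAM8-22 agonist; peak minus trough fluorescence over baseline measured at the second addition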
# RGS4 act: RGS4 potentiators or activators, primary screen, cell-based, HEK293 M3R inducible RGS4, calcium flux; B-score at 10 µM; actives 0.92% (n = 310,000); carbachol calcium flux Fluo4; hits give low values;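 active means B-score of the integrated calcium signal more than 4 SD below the library mean, with starting fluorescence not abnormally high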;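 further: negative B-score means reduced calcium response which marks RGS4 activation or potentiation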
#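 Material: M3R-expressing HEK293 line, RGS4 induced by doxycycline | Schedule: Overnight RGS4 induction, 30 min dye load 37 °C, 20 min compound RT | Measured by: Fluo4 fluorescence kinetic imaging of calcium | Read-out: Integrated calcium ratio converted to B score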
# HDAC3 inh: HDAC3 deacetylase inhibitors, primary screen, biochemical, fluorescence, cell-free homogeneous; recombinant HDAC3, fluorogenic peptide/trypsin coupled; AID 2718, 2010; inhibition, % at 8.3 µM; actives 0.15% (n = 320,000); Histone deacetylase 3 (Homo sapiens), O15379; in the data active means inhibition above about 26%, passing the limit was not always enough; inconclusive means no clear call, values can overlap the other calls
# TRPC6 inhibitor: mouse TRPC6 channel inhibitors, primary screen, cell-based, HEK293, membrane potential dye. ACh-evoked depolarization; hits give low values. B-score at 10 µM. actives 1.1% (n = 310,000). AID 2553, 2010;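 active means B-score under library mean minus 3 SD, initial fluorescence not abnormally high, positive integrated signal ratio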;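 further: B-score derived from integrated fluorescence ratio over the kinetic read; more negative B-score means stronger inhibition of depolarization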
# Target sequence (Q61143 whole entry, looked up): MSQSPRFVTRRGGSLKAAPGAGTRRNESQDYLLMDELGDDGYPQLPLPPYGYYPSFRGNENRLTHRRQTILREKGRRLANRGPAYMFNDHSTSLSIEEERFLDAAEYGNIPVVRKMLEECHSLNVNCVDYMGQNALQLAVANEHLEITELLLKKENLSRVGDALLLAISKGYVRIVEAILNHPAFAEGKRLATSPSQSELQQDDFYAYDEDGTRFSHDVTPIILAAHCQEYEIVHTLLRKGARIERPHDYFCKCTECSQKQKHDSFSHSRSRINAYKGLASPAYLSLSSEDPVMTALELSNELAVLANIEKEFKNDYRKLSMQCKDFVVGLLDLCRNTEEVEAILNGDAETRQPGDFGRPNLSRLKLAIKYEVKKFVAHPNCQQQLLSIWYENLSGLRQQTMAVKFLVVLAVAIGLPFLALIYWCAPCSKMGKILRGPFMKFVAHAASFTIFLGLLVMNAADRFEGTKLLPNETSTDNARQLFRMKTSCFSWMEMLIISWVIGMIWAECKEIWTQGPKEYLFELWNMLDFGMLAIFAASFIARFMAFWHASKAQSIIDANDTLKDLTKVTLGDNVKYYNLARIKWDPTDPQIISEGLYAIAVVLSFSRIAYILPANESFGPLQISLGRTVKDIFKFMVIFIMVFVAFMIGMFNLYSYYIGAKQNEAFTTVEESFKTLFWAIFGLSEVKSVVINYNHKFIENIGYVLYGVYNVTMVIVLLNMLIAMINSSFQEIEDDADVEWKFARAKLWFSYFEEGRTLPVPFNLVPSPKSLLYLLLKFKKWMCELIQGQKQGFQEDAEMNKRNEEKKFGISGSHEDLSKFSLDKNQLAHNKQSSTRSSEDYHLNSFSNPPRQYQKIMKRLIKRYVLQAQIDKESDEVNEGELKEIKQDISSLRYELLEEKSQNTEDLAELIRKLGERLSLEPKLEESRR
# MrgX1 antagonist: antagonists of human MrgX1 receptor, primary screen, HEK293 cells, Fluo-4 calcium flux; actives 1.3% (n = 310,000); Mas-related G-protein coupled receptor member X1 (Homo sapiens), Q96LB2; BAM8-22 antagonism; hits give low values; B-score at 10 µM; AID 588676, 2011;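 active means calcium-response B-score plate-corrected more than 3 library SD below zero, starting fluorescence within 5 deviations, no agonist response on first addition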;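 further: peak minus trough fluorescence over baseline after final BAM8-22 challenge near maximal dose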
# TRPC6 activator: mouse TRPC6 channel activators, primary screen, cell-based, HEK293, membrane potential dye | Short transient receptor potential channel 6 (Mus musculus), Q61143 | HEK293-TRPC6 membrane potential dye fluorescence; hits give high values | B-score at 10 µM | actives 0.13% (n = 310,000);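 active means B-score of the integrated fluorescence ratio above library mean plus 3 SD, and starting fluorescence ratio within library mean plus 5 SD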;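 further: higher score means more depolarization so channel activation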
# Numbers without * were called inactive; i = inactive; ? = inconclusive; . = not tested or not shown.
SMILES,MrgX1 agonist,TMEM16A inh,SKKanGAS inh,TMEM16A act,RGS4 inh,MrgX1 allo act,RGS4 act,HDAC3 inh,TRPC6 inhibitor,MrgX1 antagonist,TRPC6 activator
CCOc1ccc(NS(=O)(=O)CC23CCC(CC2=O)C3(C)C)cc1 (stereo not drawn),i,i,3,i,i,i,i,4,i,i,i
CC1(C)Cc2ccccc2-c2c1c(=O)n(Cc1ccccc1)c1nnnn21,i,i,60*,i,i,i,i,-1,i,i,i
Oc1ccccc1/C=N/Nc1ccnc(SCc2ccccc2)n1,i,i,.,i,.,i,.,4,.,i,.
Nc1ccc(CCn2ccnc2)cc1,i,i,1,.,i,i,i,-7,i,i,i
O=C(c1ccc(OC2CCN(C(=O)c3cccnc3)CC2)cc1)N1CCCCCC1,i,i,-6,i,i,6.6*,i,-3,i,i,i
COCC1CCCCN1Cc1cn[nH]c1-c1ccc(OC)cc1OC (stereo not drawn),i,i,-3,i,i,i,i,-7,i,i,i
O=C(c1cccc(F)c1)N1C2C=CC(C2)C1(C(F)(F)F)C(F)(F)F (stereo not drawn),i,i,-3,i,i,i,i,-8,i,i,i
O=C(Nc1ccc(F)cc1)c1ccc(CSc2ccccc2)o1,i,i,6,i,i,i,i,-1,i,i,i
CC(C)(C)c1ccc(S(=O)(=O)N2C=CC(C(F)(F)F)=NCC2)cc1,i,i,-2,i,i,i,i,3,i,i,i
COC(=O)C1=C(C)N(c2cc(C)cc(C)c2)/C(=C/c2ccc(O)cc2)C1=O,i,i,8,i,i,i,i,8,-7.7*,i,i
Cn1ccc(C(=O)N2CCCc3ccccc32)n1,i,i,-2,i,i,i,i,0,i,i,i
CCCCNC(=O)c1c[nH]c2ccc(S(=O)(=O)N3CCOCC3)cc2c1=O,i,i,8,i,i,i,i,-1,i,i,i
CCCCn1c(N)c(N(CCOC)C(=O)c2cc3ccccc3cc2OC)c(=O)[nH]c1=O,i,i,-6,i,i,i,i,2,i,i,i
COc1ccccc1C(=O)Nc1c(C)n(C)n(-c2ccccc2)c1=O,i,i,-12,i,i,i,i,0,i,i,i
CC1C(=O)Nc2ccc(S(=O)(=O)Nc3ccccc3Br)cc2NC1=O (stereo not drawn),i,i,-4,i,i,i,i,.,i,i,i
CCN1CCN(C(=O)CS(=O)Cc2nc(-c3cccc(C)c3)oc2C)CC1 (stereo not drawn),i,i,-2,i,i,i,i,6,i,i,i
O=C(CCn1c(=O)c2cccn2c2ccc(F)cc21)NCc1cccc(F)c1,i,i,3,i,i,i,i,0,i,i,i
COc1ccc(C(=O)Nc2nc(C)cc(C)n2)cc1,i,i,-13,i,i,i,i,-2,i,i,i
COc1ccc(-c2cc(C(=O)O)nc3ccc4ccccc4c23)cc1OC,i,i,3,i,i,i,i,-11,i,i,i
O=C(Nc1ccc(S(=O)(=O)N2CCCc3ccccc32)cc1)C1CCCO1 (stereo not drawn),i,i,-5,i,i,i,i,22,i,i,i
Cn1c2c(c(=O)n(C)c1=O)C(C(F)(F)F)(C(F)(F)F)N=C(c1ccccc1Cl)N2,i,i,-18,i,i,i,i,-11,i,i,i
CN(C)CCCNC(=O)/C(=C\c1ccc(-c2ccc(Br)cc2)o1)NC(=O)c1ccccc1,i,i,1,i,i,i,i,-1,i,i,i
Oc1[nH]c(N=C2N=c3ccccc3=N2)c2ccccc12,i,i,82*,i,i,i,i,-1,i,i,i
CN(C)S(=O)(=O)c1cccc(C(=O)OCC(=O)c2ccc3c(c2)NC(=O)CO3)c1,i,i,-18,i,i,i,i,3,i,i,i
O=C(CCCn1ncn2c(cc3occc32)c1=O)NCc1cccc(Cl)c1,i,i,-11,i,i,i,i,1,i,i,i

# New compounds follow.
SMILES,MrgX1 agonist,TMEM16A inh,SKKanGAS inh,TMEM16A act,RGS4 inh,MrgX1 allo act,RGS4 act,HDAC3 inh,TRPC6 inhibitor,MrgX1 antagonist,TRPC6 activator
COc1ccc(-c2cc(C(=O)N3CCN(c4ccccc4OC)CC3)no2)cc1,i,i,-1,i,i,i,i,1,i,i,i
Cc1ccc(S(=O)(=O)NCc2ccc(C(=O)NCc3cccnc3)cc2)cc1,i,i,7,.,i,i,i,-3,i,i,i
O=[N+]([O-])c1ccc(Sc2nccn2Cc2ccccc2)c([N+](=O)[O-])c1,i,i,1,i,i,i,i,7,i,i,i
Cc1cc(C)nc(Nc2ncc(O)n2-c2ccc(Br)cc2)n1,i,i,-9,i,i,i,i,-6,i,i,i
Cc1cc(C)c[n+](C2=C([O-])c3ccccc3C(=O)/C2=N\S(=O)(=O)c2cccs2)c1,i,i,?,i,i,i,i,-3,i,i,i
COc1ccc(CCNC(=O)CCS(=O)(=O)Cc2ccccc2C)cc1OC,i,i,-1,i,i,i,i,3,i,i,i
Cc1nn(-c2ccccc2)c(Cl)c1C(=O)NCc1ccccc1F,i,i,4,i,i,i,i,-7,i,i,i
COc1ccccc1OCc1ccc(C(=O)NCCN(C)C)o1,i,i,-5,i,i,i,i,4,i,i,i
CCOc1ccccc1N(C)C(=O)c1sc2ncn(CC(=O)N3CCCCC3C)c(=O)c2c1C (stereo not drawn),i,i,2,i,i,i,i,1,i,i,i
CCc1cccc(N(C(=O)c2csnn2)C(C(=O)NC2CCCC2)c2cccnc2)c1 (stereo not drawn),i,i,-1,i,i,i,i,-5,i,i,i
CCN1CCN(C(=O)C(N)Cc2ccccc2)CC1 (stereo not drawn),i,i,-12,i,i,i,i,0,i,i,i
Cc1ccc2nc(Nc3ccccc3)c(C=O)c(=O)n2c1,i,i,1,i,i,i,i,13,i,i,i
COc1ccc(C2(CNC(=O)c3cc([N+](=O)[O-])cc([N+](=O)[O-])c3)CCCC2)cc1OC,i,i,6,i,i,i,i,3,i,i,i
O=C(NCCOc1nc(N2CCCCC2)nc(N2CCCCC2)n1)Nc1ccccc1,i,i,9,i,i,i,i,2,i,i,i
CC(=O)Nc1cc(NC(C)=O)cc(C(=O)OCC(=O)c2ccc3c(c2)NC(=O)CO3)c1,i,i,-6,i,i,i,i,1,i,i,i
NS(=O)(=O)c1ccc(NC(=O)c2cc(-c3cc(Cl)ccc3O)n[nH]2)cc1,i,i,1,i,i,i,i,-4,i,i,i
COCCNC(=O)/C(C#N)=C/C(C)=C/c1ccccc1,i,i,0,i,i,i,i,7,i,i,i
COc1ccc(Nc2nc(-c3ccc4c(c3)NC(=O)CO4)cs2)cc1,i,i,16,i,i,i,i,0,i,i,i
CCC(C)n1c(-c2ccco2)nc2nc3ccccc3nc21 (stereo not drawn),i,i,6,.,i,i,i,-60,i,i,i
O=C(CNC(=O)c1ccc2c(c1)OCCO2)N/N=C/c1ccco1,i,i,-3,i,i,i,i,-6,i,i,i
O=C(O)CCCNC(=O)c1cccc(C(=O)NCCCC(=O)O)n1,i,i,-5,i,i,i,i,-5,i,i,i
COc1ccc(NS(=O)(=O)c2cc(-c3nnnn3C)ccc2OC)cc1,i,i,-1,i,i,i,i,1,i,i,i
Cc1ccc(NC(=O)N(Cc2ccco2)Cc2cc3cc(C)cc(C)c3nc2Cl)cc1,.,.,8,.,i,.,i,.,i,.,i
COc1ccc(NC(=O)C2CCCN(S(=O)(=O)c3cccc4cccnc34)C2)c(OC)c1 (stereo not drawn),i,i,-10,i,i,i,i,6,i,i,i
CCOC(=O)C1CCN(Cc2cn[nH]c2-c2ccccc2)CC1,i,i,4,i,i,i,i,-4,i,i,i

# Continuation.
SMILES,MrgX1 agonist,TMEM16A inh,SKKanGAS inh,TMEM16A act,RGS4 inh,MrgX1 allo act,RGS4 act,HDAC3 inh,TRPC6 inhibitor,MrgX1 antagonist,TRPC6 activator
COc1cccc(/C=N/NC(=O)c2nc(-c3ccccc3)cc(-c3ccccc3)n2)c1,i,i,22,i,i,i,i,5,i,i,i
CCN(CC)S(=O)(=O)c1cccc(C(=O)OCC(=O)Nc2ccccc2OC(F)F)c1,i,i,0,i,i,i,i,7,i,i,i
COC(=O)c1sccc1-n1cccc1C(=O)C(=O)N1CCOCC1,i,i,-15,i,i,i,i,1,i,i,i
O=c1sc(Nc2ccccc2)nc2ccccc12,i,i,-10,i,i,i,i,-4,i,i,i
CC(C)(C)N(Cc1ccccc1)C(=O)CCc1ccccc1,i,i,-6,i,i,i,i,10,i,i,i
CCn1nc(C)cc1C(=O)Sc1ccc(Cl)cc1Cl,i,i,14,i,i,i,i,5,i,i,i
CS(=O)(=O)N1CCc2cc(C(=O)Nc3cccc([N+](=O)[O-])c3)ccc21,i,i,-5,i,i,i,i,3,i,i,i
COc1ccc(N(CC(=O)O)S(C)(=O)=O)cc1OC,i,i,11,i,i,i,i,22,i,i,i
CN(c1ccccc1C(=O)Nc1ccc(F)c(F)c1)S(C)(=O)=O,i,i,-6,i,i,i,i,4,i,i,i
CCc1nc2n[nH]c(N)c2c2c1CSC(C)(C)C2,i,i,0,i,i,i,i,5,i,i,i
CC1CN(CC(O)COCc2ccc3c(c2)OCO3)CC(C)O1 (stereo not drawn),i,i,-7,i,i,i,i,-4,i,i,i
CCOC(=O)C1CCCN(C(=O)c2ccc(OCC)cc2)C1 (stereo not drawn),i,i,-6,i,i,i,i,4,i,i,i
CCC(c1nnnn1Cc1ccco1)N(CCc1ccccc1)Cc1cc2cc(C)ccc2[nH]c1=O (stereo not drawn),i,i,8,i,i,i,i,14,i,i,i
Cc1c(Cl)c(C(=O)NNC(=S)Nc2ccccc2)nn1C,i,i,1,i,i,i,i,-3,i,i,i
COc1ccc(C(=O)Nc2sc(C)c(C)c2CN2CCOCC2)cc1,i,i,-7,i,i,i,i,5,i,i,i
CCOC(=O)C(=O)N=Nc1c(O)[nH]c2ccccc12,i,i,-6,i,i,i,i,1,i,i,i
